Assay outcomes deposited in PubChem BioAssay by several laboratories.
SUMO HTRF inh = SUMOylation inhibition. P63279. HTRF SUMOylation assay, SAE1/SAE2 + UBC9, in vitro. inhibition, % at 35 µM. 0.36% of 290,000 active. AID 2006; in the data active = inhibition above about 50%, passing the limit was not always enough; note: strong numbers were not always called active
Target sequence (P63279 whole entry, looked up): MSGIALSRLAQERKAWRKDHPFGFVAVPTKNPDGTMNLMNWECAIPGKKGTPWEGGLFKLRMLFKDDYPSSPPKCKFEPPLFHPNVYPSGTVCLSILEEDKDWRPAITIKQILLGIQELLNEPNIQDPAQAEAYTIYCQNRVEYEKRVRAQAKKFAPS
MEKK3 PB1 HTS = raises or lowers MEK5 binding to the human MEKK3 PB1 domain. 1.4% of 290,000 active. bead-based flow cytometry, Alexa488-MEK5 binding to MEKK3; actives lie on both sides; 0 = blocked by unlabeled MEK5, 100 = vehicle. Q99759. AID 1529. binding response (% of control), % at 10 µM;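 active = binding response more than 3 SD above or below the average of its plate-row segment, actives on both sides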;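 note: Alexa488 bead fluorescence after subtracting the streptavidin-only scavenger bead signal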
Target sequence (Q99759 whole entry, looked up, the tested form may be a part): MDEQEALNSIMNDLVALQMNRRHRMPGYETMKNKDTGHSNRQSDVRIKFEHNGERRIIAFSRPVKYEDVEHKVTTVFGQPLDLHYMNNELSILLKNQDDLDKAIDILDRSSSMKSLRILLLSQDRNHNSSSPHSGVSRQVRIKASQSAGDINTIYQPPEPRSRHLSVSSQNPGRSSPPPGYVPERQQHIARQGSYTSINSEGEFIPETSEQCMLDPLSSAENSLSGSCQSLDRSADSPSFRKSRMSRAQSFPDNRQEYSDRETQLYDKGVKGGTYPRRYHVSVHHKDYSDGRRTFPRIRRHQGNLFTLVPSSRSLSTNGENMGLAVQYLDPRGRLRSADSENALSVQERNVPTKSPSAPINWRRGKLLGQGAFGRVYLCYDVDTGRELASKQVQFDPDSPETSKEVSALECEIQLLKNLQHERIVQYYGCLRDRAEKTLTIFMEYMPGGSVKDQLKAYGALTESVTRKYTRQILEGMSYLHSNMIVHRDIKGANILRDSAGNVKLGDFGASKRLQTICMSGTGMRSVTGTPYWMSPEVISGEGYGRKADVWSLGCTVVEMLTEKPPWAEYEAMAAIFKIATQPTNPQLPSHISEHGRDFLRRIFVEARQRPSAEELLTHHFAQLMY
IDE act = boosts human insulin-degrading enzyme activity in HEK cells. P14735. FAbeta-B cleavage, fluorescence polarization; 0% vehicle, 100% cell-free pure enzyme wells. activation, % at 5.96 µM. 0.073% of 340,000 active;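 active = activation above the mean of all tested compounds plus 3 SD, set per screening campaign, cut at about 17% in these data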
p-CIP stab down = lowers stability of the mouse p/CIP coactivator protein | Q05BA5 | AID 1984 | decrease of EGFP signal, % at 10 µM | F442A p/CIP-EGFP cells, EGFP fluorescence, 16 h | 0.01% of 290,000 active;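 active = EGFP signal decrease of at least 30% at 10 µM or well 3 SD below plate mean, unless failing retest; inactive = the rest, including hits failing retest or dose response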; note: some compounds called inactive have numbers as strong as hits; many of its hits are not listed in these tables
IMP-1 inh = inhibitors of Pseudomonas aeruginosa IMP-1 metallo-beta-lactamase; purified IMP-1, nitrocefin hydrolysis, epi-absorbance fluorescence; inhibition, % at 5.6 µM; 0.45% of 290,000 active; AID 1556;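 active = inhibition above the mean plus 3 SD of all compounds in the same screening run, cut at about 4.5% in these data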;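 note: 0% = IMP-1 with DMSO and 100% = DMSO wells lacking enzyme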
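System – purified recombinant IMP-1 beta-lactamase · Input – IMP-1 dispensed at 0.2 nM · Timing – 15 min preincubation plus 25 min reaction at 25 °C · Signal – Epi-absorbance fluorescence, 480 nm excitation, 530 nm emission · Measure – percent IMP-1 inhibition derived from blank-referenced optical density · Controls – Enzyme-plus-DMSO low control, enzyme-free DMSO high control · Replication – singlicate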
VIM-2 inhibitor = blocks Pseudomonas aeruginosa VIM-2 metallo-beta-lactamase | purified VIM-2, nitrocefin hydrolysis, epi-absorbance fluorescence | inhibition, % at 5.6 µM | 0.89% of 290,000 active;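 active = inhibition above the mean of all tested compounds plus 3 SD, cutoff set per screening run, cut at about 7.5% in these data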;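 note: red hydrolysis product quenches plate fluorescence so inhibitors raise well fluorescence; 0% = enzyme with DMSO and 100% = DMSO without enzyme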
NS3 helicase inh = inhibitors of Hepatitis C virus NS3 helicase | NS3 helicase DNA unwinding, Cy5 molecular beacon fluorescence | inhibition, % at 10.9 µM | 0.56% of 290,000 active;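 active = inhibition above the mean of all tested compounds plus 3 SD, set per campaign, cut at about 35% in these data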;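 note: 0% = DMSO wells and 100% = thioflavine S control wells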
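Compound dosing – single dose, 10.9 µM nominal final, DMSO 0.8% final · System – NS3 helicase fragment of HCV · Buffer or medium – MOPS pH 6.5, MgCl2, DTT, Tween20, BSA · Signal – Cy5 beacon fluorescence read at start and 1 h · Also added – annealed dual-labelled DNA beacon duplex, ATP-started · Schedule – 1 h at 25 °C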
PHOSPHO1 block = blocks human PHOSPHO1 phosphatase activity; Q8TCT1; recombinant PHOSPHO1, absorbance phosphatase assay; inhibition, % at 13.3 µM; 1.1% of 290,000 active; in the data active = inhibition above about 60%
Target sequence (Q8TCT1 whole entry, looked up): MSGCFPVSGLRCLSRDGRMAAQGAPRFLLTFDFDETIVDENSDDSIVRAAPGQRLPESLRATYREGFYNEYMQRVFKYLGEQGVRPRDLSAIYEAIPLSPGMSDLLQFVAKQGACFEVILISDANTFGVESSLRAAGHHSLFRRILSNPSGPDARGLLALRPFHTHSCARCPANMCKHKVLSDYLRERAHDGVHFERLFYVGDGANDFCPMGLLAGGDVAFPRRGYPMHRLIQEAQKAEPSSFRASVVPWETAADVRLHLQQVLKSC
DNA FID counter = counter-screen for HCV NS3 helicase inhibitors: DNA intercalator displacement; 0.17% of 290,000 active; inhibition, % at 7.9 µM; AID 1845; DNA fluorescent intercalator displacement, fluorescence; in the data active = inhibition above about 37%;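 note: 0% = vehicle and 100% = reference compound; higher means more ethidium bromide displaced from hairpin DNA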
Active calls of the source: *; . = not tested or not shown; [ ] = remark or other dose.

SMILES | SUMO HTRF inh | MEKK3 PB1 HTS | IDE act | p-CIP stab down | IMP-1 inh | VIM-2 inhibitor | NS3 helicase inh | PHOSPHO1 block | DNA FID counter
O=CNCCCc1nc2ccccc2n1CCc1ccccc1 | 9 | 101 | -1 | -1 | -0.6 | 1.1 | -2 | 32 | -10
CC1Cc2cc(-c3csc(NC(=O)Cc4cccs4)n3)ccc2N1S(C)(=O)=O (stereo unspecified) | 6 | . | -4 | -9 | -2.5 | -1.8 | -6 | 14 | 2
CCN(Cc1ccncc1)C(=O)c1cc(COc2ccc(C)c(C)c2)on1 | 1 | 99 | -5 | -8 | -1.9 | -1.9 | -13 | 43 | -37
CCC(CC)C(=O)c1c[nH]c(C(=O)NCc2ccco2)c1 | 3 | 96 | 3 | -1 | -2.2 | -1.5 | -8 | 31 | -1
CC(C)C[C@@H](CO)N1CCN(Cc2ccc([N+](=O)[O-])cc2)CCC1=O | 3 | 97 | -1 | 8 | -3.5 | -3.4 | 6 | 15 | -20
COCCNc1nc2c(c(=O)n(Cc3ccccc3F)c(=O)n2C)n1C | 6 | 107 | 0 | -1 | -1.2 | -1.7 | -3 | 55 | -4
C=CCOc1nc2c(c(=O)n(C)c(=O)n2C)n1Cc1ccc(Cl)cc1 | 7 | 100 | 5 | -8 | -3.9 | 0.1 | -5 | 13 | 2
O=C(NNC(=O)c1ccc(Cl)c([N+](=O)[O-])c1)c1ccncc1 | -1 | 104 | 5 | 6 | 2.7 | -0.7 | -3 | 19 | 0
N#Cc1nc(-c2cccs2)oc1N1CCN(Cc2ccccc2)CC1 | -3 | 89 | -5 | -16 | -0.6 | 0.3 | -5 | -23 | -20
CN1CCCC1CCNc1ccc2oc3ccccc3c(=O)c2c1 (stereo unspecified) | 16 | 99 | . | -15 | 1.9 | 16* | -4 | 10 | 23
O=C(Nc1nccs1)C(c1ccccc1)N1CCCCC1 (stereo unspecified) | -5 | 101 | 4 | 11 | -5.4 | -1.2 | 19 | 28 | 3
COCCCn1c(SCC(=O)n2c(C)c(C)c3ccccc32)nnc1-c1ccoc1C | 18 | 103 | -2 | -8 | -2.6 | 0.4 | -5 | -8 | -26
CC(CC(=O)O)CC(=O)Nc1ccccc1C(=O)O (stereo unspecified) | -6 | 101 | 4 | 0 | -2.5 | -0.9 | 0 | 42 | 0
c1ccc(Nc2cc(Nc3ccccc3)[nH]n2)cc1 | -35 | 86 | 1 | 6 | -5.9 | -2.4 | 9 | 69* | -4
CCOC(=O)C(C)(C)N(Cc1ccc(Cl)cc1)S(=O)(=O)c1ccc(Cl)c([N+](=O)[O-])c1 | -12 | 107 | . | 2 | -0.5 | -1.3 | 2 | 2 | 1
Cc1ccc(C(=O)NCCc2cc3ccc(C)c(C)c3[nH]c2=O)cc1[N+](=O)[O-] | 5 | 97 | -2 | -13 | -2.8 | -3.8 | 5 | -8 | -5
Nc1nc(N2CCOCC2)cc(=O)[nH]1 | 5 | . | 2 | -10 | -1.6 | -2.9 | 4 | 12 | 5
CC(C)N(CCNC(=O)C1CCN(S(=O)(=O)N2CCOCC2)CC1)Cc1ccccc1 | 18 | . | -4 | -3 | -2.8 | -1.8 | 5 | -8 | 1
c1ccc2sc(N3CN(CCN4CCOCC4)CN(c4nc5ccccc5s4)C3)nc2c1 | -16 | 106 | 2 | 4 | -2.6 | -0.8 | 5 | 14 | -2
Fc1ccccc1COc1ccccc1CNCc1ccncc1 | 4 | 103 | -14 | -14 | -0.8 | -3.8 | -9 | 38 | 6
COc1ccc(OCCSc2ncn[nH]2)cc1 | -10 | 77 | 5 | -10 | -2.3 | -1.3 | 2 | -12 | -3
CC(C)Cc1nc(SCC(=O)N2CC(C)OC(C)C2)c2c(=O)n(C)c(=O)n(C)c2n1 (stereo unspecified) | 14 | 103 | 5 | -2 | -0.2 | -0.2 | 2 | 26 | -37
O=C(COC(=O)/C=C/c1ccccc1)NCC1CCCO1 (stereo unspecified) | 13 | 103 | 3 | -2 | -4.4 | -3.0 | 6 | 12 | -5
O=C(Nc1ccccc1N1CCOCC1)c1ccc(Cl)nc1 | -7 | 72*[inhibitor] | 2 | 1 | -1.4 | -2.5 | -7 | 40 | -5
Cc1c(C(=O)N2CCN(c3ccccc3)CC2)sc2ncnc(N3CCC(C)CC3)c12 | 1 | . | . | -7 | -3.0 | -1.0 | -4 | 11 | -3
O=C(NCCCn1ccnc1)C(=O)NCC(c1ccco1)N1CCN(c2ccc(F)cc2)CC1 (stereo unspecified) | 13 | 83 | 4 | -7 | -1.2 | -0.4 | -4 | -26 | 2
CCOc1ccc(S(=O)(=O)N2CCC(C(=O)N3CCc4ccccc4C3)CC2)cc1 | -4 | 101 | -1 | 0 | -1.5 | -2.3 | -15 | 41 | -55
CCC1CN(C(=O)N2CCC(C(=O)NCCc3ccccc3)CC2)c2ccccc2O1 (stereo unspecified) | 0 | 100 | 7 | 4 | -1.2 | -5.1 | -6 | -4 | -62
O=S(=O)(NCc1ccco1)c1ccc2ccccc2c1 | -3 | 97 | 12 | -1 | -2.1 | -1.7 | -1 | 32 | -7
COc1ccc(CNC(=O)CCCCCn2c(SCC#N)nc3cc4c(cc3c2=O)OCO4)cc1 | 14 | 101 | 5 | 0 | 0.2 | -0.3 | 11 | 0 | -10
O=C(c1ccccc1[N+](=O)[O-])N1CCC(Cc2ccccc2)CC1 | -3 | 107 | -4 | -23 | -1.1 | -1.3 | -8 | 0 | -19
CS(=O)(=O)Nc1ccc(-c2n[nH]c(=S)n2-c2ccccc2)cc1 | 20 | 105 | 1 | -4 | -3.0 | 8.2* | -2 | -31 | -6
COc1ccc(C(=O)N/C(=C\c2ccco2)C(=O)NC2CCS(=O)(=O)C2)cc1 (stereo unspecified) | 7 | 97 | 3 | 3 | 0.8 | -1.7 | 1 | 14 | -3
Cc1cccc(NC(=S)NNC(=O)c2nn(C)cc2Cl)c1 | -34 | 102 | 5 | -5 | -2.2 | -0.9 | 0 | -49 | -5
Cc1cc(NC(=O)C(C)SCC(=O)N(C)CC(=O)Nc2ccc(Br)cc2C)no1 (stereo unspecified) | 17 | 102 | 4 | -22 | -0.8 | -0.1 | -4 | 20 | -23
Cc1ccc(-n2[nH]c(C)c(/C=C3/C=Nc4ccccc43)c2=O)cc1C | -1 | 106 | 2 | 1 | -0.8 | -2.8 | -10 | -20 | 1

Some of the entries above, reformatted.
molecule,SUMO HTRF inh,MEKK3 PB1 HTS,IDE act,p-CIP stab down,IMP-1 inh,VIM-2 inhibitor,NS3 helicase inh,PHOSPHO1 block,DNA FID counter
Cc1ccc(-n2[nH]c(C)c(/C=C3/C=Nc4ccccc43)c2=O)cc1C,-1,106,2,1,-0.8,-2.8,-10,-20,1
CCOc1ccc(S(=O)(=O)N2CCC(C(=O)N3CCc4ccccc4C3)CC2)cc1,-4,101,-1,0,-1.5,-2.3,-15,41,-55
O=C(c1ccccc1[N+](=O)[O-])N1CCC(Cc2ccccc2)CC1,-3,107,-4,-23,-1.1,-1.3,-8,0,-19
O=C(NCCCn1ccnc1)C(=O)NCC(c1ccco1)N1CCN(c2ccc(F)cc2)CC1 (stereo unspecified),13,83,4,-7,-1.2,-0.4,-4,-26,2

(next part)
SMILES | SUMO HTRF inh | MEKK3 PB1 HTS | IDE act | p-CIP stab down | IMP-1 inh | VIM-2 inhibitor | NS3 helicase inh | PHOSPHO1 block | DNA FID counter
CC(=O)c1ccc(NC(=O)COc2ccccc2C(=O)Nc2ccccc2)cc1 | -4 | 106 | 1 | -7 | -0.4 | -0.3 | -12 | 32 | -18
COc1ccc(NC(=O)c2ccc(COc3ccccc3)o2)cc1 | 0 | 91 | 2 | -9 | -3.2 | -3.3 | 4 | 8 | -11
CCCC(C)NC1=NCCCCC1 (stereo unspecified) | -2 | 104 | 4 | -9 | -2.4 | -3.1 | 1 | 33 | 0
CS(=O)(=O)Nc1cccc(C2=NN(S(C)(=O)=O)C(c3ccccc3)C2)c1 (stereo unspecified) | -2 | 104 | 1 | 8 | -4.0 | -2.5 | -27 | -7 | -11
CC(C)C1Nc2ccc(C(=O)O)cc2C2C=CCC21 (stereo unspecified) | 24 | 100 | 0 | -29 | -2.0 | -4.0 | 36 | 10 | -17
CCOc1ccc(CCNC(=O)Cn2ccc3cc(S(=O)(=O)N4CCCC4)ccc32)cc1 | 6 | 94 | -1 | -7 | -3.3 | -1.8 | -5 | 38 | -30
O=C(Nc1sc2c(c1C(=O)O)CCC2)c1cccs1 | 17 | . | 2 | -8 | 1.5 | 0.3 | 18 | -11 | -4
CC(=O)/C=C\c1ccc(OC(=O)c2cccnc2)cc1 | 2 | 100 | 2 | 8 | -0.5 | -1.1 | -5 | -18 | -8
COc1ccc(NC(=O)CN(c2ccccc2)S(=O)(=O)N(C)C)cc1Cl | -2 | 106 | 1 | 6 | 0.0 | 0.9 | 1 | 4 | -10
O=c1oc2ccccc2c2c1ncn2-c1ccccc1 | 10 | 93 | -5 | 1 | -3.5 | 2.8 | 2 | 39 | -6
CCOC(=O)Cc1cc(=O)n2[nH]c(C)c(-c3ccc(OC)cc3)c2n1 | -4 | 104 | 1 | -10 | -2.6 | -2.5 | 30 | 14 | -27
COc1ccccc1OCCOc1ccc(C(=O)c2ccccc2)cc1 | -16 | 118 | 7 | 2 | -4.5 | -3.2 | 0 | 0 | -22
CCOC(=O)C(C)Sc1nc2c(c(=O)[nH]c(=O)n2C)n1CCc1ccccc1 (stereo unspecified) | -4 | 103 | 3 | -8 | -0.5 | 0.8 | 6 | 17 | -20
Cc1ccc(NC(=O)Cn2nnc(C(=O)Nc3ccc(C)c(C)c3)c2N)cc1 | 39 | 100 | 4 | -12 | -4.9 | -4.9 | -48 | 3 | 6
CC12CCC(=O)N1C(C(=O)OCC(=O)Nc1cc(S(=O)(=O)N3CCCCC3)ccc1Cl)CS2 (stereo unspecified) | 11 | 95 | 2 | -30 | -1.9 | -6.6 | -2 | -22 | -22
CCOC(=O)CSc1nnc(CNc2cccc(Cl)c2)n1-c1ccccc1 | -8 | 79 | 4 | -1 | -2.5 | -1.7 | -8 | -3 | -22
Cc1ccc(S(=O)(=O)NC(C)C(=O)Nc2ccc(C(N)=O)cc2)cc1 (stereo unspecified) | 9 | 102 | 8 | 7 | -3.2 | -1.6 | -2 | -16 | -2
COc1cc2c(cc1NC(=O)COC(=O)[C@@H](NS(=O)(=O)c1cccc(Cl)c1)C(C)C)oc1ccccc12 | -16 | 106 | -3 | 3 | -2.6 | -4.3 | -11 | -8 | -14
Oc1c(C(c2ccccc2)N2CCCCC2)sc2ncnn12 (stereo unspecified) | 3 | 105 | 5 | 20 | -2.1 | -0.8 | 0 | -5 | 1
CC(=O)Nc1nc2ccc(NC(=O)c3ccco3)cc2s1 | 16 | 107 | 2 | -10 | -2.1 | -3.9 | 1 | 7 | 1
Cc1ccccc1-n1c(C)cc(/C=C2/C(=N)N3C(c4ccccc4)=CSC3=NC2=O)c1C | 6 | 109 | 6 | 0 | -1.1 | -3.4 | 40* | -5 | -9

These rows are one share of the data. The share of hits here may be higher or lower than overall.
